Bioassay records from PubChem.
NALP1 yeast inh = NALP1 inhibition; S. cerevisiae NALP1/ASC/caspase-1 growth, X-gal OD620, 72 h; AID 2071; 280,000 tested, 0.61% active; inhibition, % at 10 µM; in the data active = inhibition mostly above about 24%, no sharp cut-off; inactive = mostly below about 32%; note: some compounds called inactive have numbers as strong as hits
IDE act = activators of human insulin-degrading enzyme in cells; 340,000 tested, 0.073% active; P14735; HEK cells, FAbeta-B cleavage, fluorescence polarization; 0% vehicle, 100% cell-free pure enzyme wells; activation, % at 5.96 µM;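 active = activation above the mean of all tested compounds plus 3 SD, set per screening campaign, cut at about 17% in these data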
UBC9 SUMO inh = SUMOylation inhibition; P63279; HTRF SUMOylation assay, SAE1/SAE2 + UBC9, in vitro; inhibition, % at 35 µM; 290,000 tested, 0.36% active; AID 2006; in the data active = inhibition above about 50%, passing the limit was not always enough; note: strong numbers were not always called active
Target sequence (P63279 whole entry, looked up): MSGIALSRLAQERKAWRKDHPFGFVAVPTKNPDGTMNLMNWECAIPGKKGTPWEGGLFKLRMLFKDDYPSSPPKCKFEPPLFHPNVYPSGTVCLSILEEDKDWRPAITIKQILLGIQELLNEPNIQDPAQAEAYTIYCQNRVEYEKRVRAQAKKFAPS
IDE inh = inhibits human insulin-degrading enzyme in HEK cells; P14735; FAbetaB cleavage, fluorescence polarization; inhibition, % at 5.59 µM; 320,000 tested, 0.41% active; AID 434962;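 active = percent inhibition above the average of all tested compounds plus 3 SD, set per screening campaign, cut at about 16% in these data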;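 note: IDE supplied by intact live HEK cells; FP after avidin binding of uncleaved biotin substrate so inhibition keeps polarization high; 0% = DMSO wells and 100% = 60 µM reference IDE inhibitor Ii1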
p-CIP stab down = p/CIP protein destabilization. 290,000 tested, 0.01% active. decrease of EGFP signal, % at 10 µM. F442A p/CIP-EGFP cells, EGFP fluorescence, 16 h. Q05BA5;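 active = EGFP signal decrease of at least 30% at 10 µM or well 3 SD below plate mean, unless failing retest; inactive = the rest, including hits failing retest or dose response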; note: some compounds called inactive have numbers as strong as hits; many of its hits are not listed in these tables
MEKK2mut PB1 HTS = signal of MEK5 binding to mutant human MEKK2 PB1 domain. bead flow cytometry, Alexa488-MEK5 binding to MEKK2 mutant. percent response, % at 10 µM. 290,000 tested, 0.35% active. AID 1530; in the data active = percent response above about 24%, passing the limit was not always enough; note: inactives centre near 1; some results filed as inactive read as strong as hits; reference of the scale not given here
MEKK3 PB1 HTS = MEKK3-MEK5 PB1 interaction, increase or decrease; bead-based flow cytometry, Alexa488-MEK5 binding to MEKK3; actives lie on both sides; 0 = blocked by unlabeled MEK5, 100 = vehicle; binding response (% of control), % at 10 µM; 290,000 tested, 1.4% active;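 active = binding response more than 3 SD above or below the average of its plate-row segment, actives on both sides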;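 note: Alexa488 bead fluorescence after subtracting the streptavidin-only scavenger bead signal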
Target sequence (Q99759 whole entry, looked up): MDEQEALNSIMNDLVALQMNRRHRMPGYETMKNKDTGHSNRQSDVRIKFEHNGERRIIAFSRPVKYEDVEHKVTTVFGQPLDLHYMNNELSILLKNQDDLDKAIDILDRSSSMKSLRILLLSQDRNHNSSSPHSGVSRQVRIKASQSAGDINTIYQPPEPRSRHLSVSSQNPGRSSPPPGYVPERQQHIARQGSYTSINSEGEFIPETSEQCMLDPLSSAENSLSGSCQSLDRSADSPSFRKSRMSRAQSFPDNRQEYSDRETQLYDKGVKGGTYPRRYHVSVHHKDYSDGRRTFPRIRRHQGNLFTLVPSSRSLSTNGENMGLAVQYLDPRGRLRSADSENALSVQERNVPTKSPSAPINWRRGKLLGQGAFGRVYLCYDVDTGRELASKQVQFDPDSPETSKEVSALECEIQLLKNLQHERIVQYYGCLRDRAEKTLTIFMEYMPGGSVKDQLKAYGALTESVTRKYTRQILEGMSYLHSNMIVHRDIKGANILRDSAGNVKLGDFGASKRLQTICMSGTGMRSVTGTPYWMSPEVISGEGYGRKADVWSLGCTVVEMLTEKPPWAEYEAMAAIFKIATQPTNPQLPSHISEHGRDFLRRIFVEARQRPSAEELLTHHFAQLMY
M18AAP inhibitor = blocks P. falciparum M18 aspartyl aminopeptidase; recombinant PfM18AAP, H-Glu-NHMec fluorogenic cleavage; 290,000 tested, 1.2% active; inhibition, % at 7.35 µM;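 active = inhibition above the campaign mean inhibition over all tested compounds plus 3 SD, cut at about 28% in these data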;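 note: 0% = plate median of test compound wells and 100% = 2 mM ZnCl2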
MEKK2 WT-MEK5 = raises or lowers MEK5 binding to wildtype human MEKK2 PB1 domain. bead flow cytometry, Alexa488-MEK5 binding to MEKK2 WT; actives lie on both sides. binding response (% of control), % at 10 µM. 290,000 tested, 1.1% active. AID 1531; in the data active = binding response below about 67% or above about 130%
An asterisk follows results filed as active; / = no result given; [ ] = another dose, or the depositor's remark.

MEKK3 PB1 HTS	UBC9 SUMO inh	NALP1 yeast inh	p-CIP stab down	M18AAP inhibitor	mol	MEKK2 WT-MEK5	IDE act	IDE inh	MEKK2mut PB1 HTS
102	-10	29	-13	6	CC1=C(C)C(=O)C(N2CCOCC2)=CC1=O	109	2	/	15
103	2	0	-3	2	Cc1nn(Cc2ccc([N+](=O)[O-])cc2)c(=O)n1-c1ccccc1Cl	96	2	8	-5
96	13	-19	1	10	COC(=O)C1=C(C)NC(=O)/C1=C\c1ccco1	99	6	8	1
94	-33	39*	4	-7	COc1ccc(OC)c(NC(=O)C2CCN(S(=O)(=O)c3cccs3)CC2)c1	94	5	-3	-3
2.0*[inhibitor]	27	6	-14	-2	N#CCCSCc1ccc2oc(C(=O)O)cc2c1	0.0*[inhibitor]	5	-2	-45
110	-10	2	3	8	O=C(COc1ccccc1[N+](=O)[O-])Nc1cccnc1	101	2	3	-2
102	-7	5	12	4	Cn1ccc(C(=O)OCC(=O)Nc2cccc3ccccc23)n1	87	1	-4	-8
103	-16	12	-5	6	O=C(O)C(Cc1c[nH]c2ccccc12)NS(=O)(=O)c1cccc2nsnc12 (stereo not given)	107	0	0	11
96	13	15	-7	-6	Cc1ccc(-n2c(SCC(=O)Nc3ccc4c(c3)OCO4)nnc2-c2ccoc2C)cc1	101	1	0	4
91	-17	14	-4	3	CCN(C(=O)CCN1C(=O)c2ccccc2C1=O)C1CCCCC1	91	2	0	-10
96	4	3	-31	-1	C=CC(=O)NCC1OCCc2ccccc21 (stereo not given)	87	-3	-2	-7
99	-31	-3	6	2	COc1ccc(OC)c(C2C(C(N)=O)=C(C)Nc3nc(-c4cccc(Cl)c4)nn32)c1 (stereo not given)	100	4	-1	2
110	16	0	-1	-11	CCn1c(CSc2nnc(-c3ccncc3)n2CCOC)nc2cc(C(=O)O)ccc21	100	3	-2	-4
102	2	-10	6	-2	CC1=C(C(=O)OC(C)C)C(c2cccs2)NC(=O)N1 (stereo not given)	99	-3	-4	3
102	14	-9	-6	32*	CCn1c(CNS(=O)(=O)c2ccc(Cl)cc2)n[nH]c1=S	108	2	4	8
94	-20	/	-2	5	NC(=NC(=O)c1ccccc1)N1CCN(C(c2ccccc2)c2ccccc2)CC1	91	1	0	-14
100	-9	33	-4	-4	NNC(=O)c1ccc(COc2ccc3c(c2)CCC3)o1	104	-1	1	18
106	14	10	-4	-7	O=C1NC2(CCOc3ccccc32)C(=O)N1CC(=O)N(Cc1ccccc1)C1CCS(=O)(=O)C1 (stereo not given)	102	7	2	8
93	0	15	-12	6	O=C(Nc1ncccc1O)c1ccc2ccccc2c1	96	-3	0	-7
102	3	8	22	7	Cc1ccsc1C(=O)OCC(=O)N1CCc2ccccc2C1	100	5	3	1
101	4	4	-12	-5	CNC(=O)c1[nH]cnc1C(=O)NCC(=O)OC(C)(C)C	101	6	4	-7
106	20	/	0	-7	COCCn1c(SCC(=O)c2[nH]c(C)c(C(C)=O)c2C)nc2ccccc2c1=O	100	4	0	-2
109	17	/	-9	-2	Cc1ccc(OCC(=O)N2CCOCC2)c([N+](=O)[O-])n1	116	-6	-4	4
99	/	/	/	/	CC1(c2nnc(-c3cccc(Cl)c3)o2)CC(c2c(Cl)cccc2Cl)=NO1 (stereo not given)	94	6	3	0
95	7	31	-13	-9	CC(C)COc1cccc(C(=O)NNC(=O)C2COc3ccccc3O2)c1 (stereo not given)	101	3	-4	2
95	7	8	-12	-4	COCCNC(=O)C(c1cccs1)N(C(=O)Cn1nnc2ccccc21)c1ccc2c(c1)OCO2 (stereo not given)	102	-1	-2	1
103	13	19	3	3	Cc1cccc(Nc2nc(-c3ccccc3)cs2)n1	109	3	2	2
95	16	17	-7	1	Cc1ccc(S(=O)(=O)N(C)CC(=O)N2CCOCC2)cc1	102	0	0	-15
90	3	-2	12	-11	CCN(CC)CCOCCOc1ccccc1F	92	3	1	-9
100	21	17	-25	-5	COc1ccc(NC(=O)Nc2cnccn2)cc1OC	102	2	3	7
99	-12	-2	-1	1	CCNC(=S)Nc1cc(Cl)ccc1Oc1ccccc1	93	7	-2	-2
101	-24	8	3	1	CCCC(=O)O/N=C(\c1ccccc1)c1ccncc1	102	-2	-1	3
103	-9	3	-5	9	O=C(Nc1ccc2c(c1)OCO2)N1CCN(C(=O)C2CCCO2)CC1 (stereo not given)	103	5	-1	1
102	0	-21	-6	-3	Cc1c(-c2ccco2)[n+](=O)c2c(n1[O-])CCC2	105	0	9	2
104	17	15	-8	-2	CCCCCNC1=CC(=O)CC(c2ccccc2)C1 (stereo not given)	103	3	2	6
93	22	19	-11	6	CS(=O)(=O)Nc1ccc(C(=O)NC2CCCCC2)cc1	84	7	3	-9
106	9	33	-6	0	O=C(c1ccccc1)c1cc([N+](=O)[O-])ccc1N1CCOCC1	113	1	3	29
110	20	21	-8	-2	O=C(Nc1cccc(CNCCc2c[nH]c3ccccc23)c1)c1ccccc1Cl	150*	0	-3	32*
105	1	34	1	0	CCOC(=O)c1c(/N=C/c2cccc(C)c2O)sc2c1CCN(C)C2	121	-4	2	29
99	2	11	2	-1	Cc1cc2c(=O)[nH]cnc2s1	101	5	4	5
95	9	-1	-10	-4	CCOC(=O)Cn1c(=O)oc2ccc(C)cc21	99	5	1	-1
98	16	11	-7	-6	COc1ccc(/C=C/C(=O)NCCCn2ccnc2)cc1	98	-1	4	-1
95	/	/	/	-4	O=C(Nc1ccccc1-c1nnn(CC(=O)N2CCCc3ccccc32)n1)c1cccc(Cl)c1	97	/	1	-4
109	17	-15	-88	-15	CCc1nnc(NS(=O)(=O)c2ccc(NC(=O)c3ccc(C#N)cc3)cc2)s1	108	9	-3	2
/	9	-19	-4	3	CCOC(=O)N1CCC2(CC1)CC(=O)c1cc(O)ccc1O2	/	0	10	/
125	-4	2	1	-3	N#CCCN(C(=O)COc1ccc(Br)cc1F)c1ccc(F)cc1	109	4	0	0
97	-5	-2	5	5	O=C(CN1CCCC1)Nc1ccc(NC(=O)Nc2ccccc2Cl)cc1	101	-1	5	-1
101	-2	7	8	4	Cc1sc(/C=C2\C(=O)ON=C2c2ccccc2)cc1Br	96	/	0	-1
93	15	34	-7	-3	Cc1cccc(OCCOc2ccccc2C=C(C#N)C#N)c1	99	1	-3	1
100	15	14	-6	-12	Cc1ccc(NC(=O)NCc2cccnc2)cc1Cl	104	-7	-2	5

Profiles from above.
O=C(Nc1cccc(CNCCc2c[nH]c3ccccc23)c1)c1ccccc1Cl across the screens: MEKK3 PB1 HTS: 110; UBC9 SUMO inh: 20; NALP1 yeast inh: 21; p-CIP stab down: -8; M18AAP inhibitor: -2; MEKK2 WT-MEK5: 150*; IDE act: 0; IDE inh: -3; MEKK2mut PB1 HTS: 32*
CS(=O)(=O)Nc1ccc(C(=O)NC2CCCCC2)cc1 across the screens: MEKK3 PB1 HTS: 93; UBC9 SUMO inh: 22; NALP1 yeast inh: 19; p-CIP stab down: -11; M18AAP inhibitor: 6; MEKK2 WT-MEK5: 84; IDE act: 7; IDE inh: 3; MEKK2mut PB1 HTS: -9

More entries
MEKK3 PB1 HTS	UBC9 SUMO inh	NALP1 yeast inh	p-CIP stab down	M18AAP inhibitor	mol	MEKK2 WT-MEK5	IDE act	IDE inh	MEKK2mut PB1 HTS
108	-18	18	-8	5	Cc1noc(NS(=O)(=O)c2ccc(NC(=O)CCCOc3ccc(Cl)cc3Cl)cc2)c1C	104	2	5	3
107	-7	19	-14	1	Cc1cc(C)nc(N/N=C/c2ccccc2OCc2ccc(Br)cc2)n1	111	4	2	6
96	0	8	-12	-3	C=CCn1c(COc2ccc(Cl)cc2)nnc1SCC(=O)c1c(N)n(C)c(=O)n(C)c1=O	92	-4	4	-7
113	-8	21	-6	-7	O=c1c2ccccc2ncn1-c1ccc(Cl)cc1[N+](=O)[O-]	105	1	-7	-5
103	-3	-1	12	-6	CC1(C)C/C(=N\O)c2cc3c(nc2C1)CCCC3	103	3	5	1
99	-36	18	12	3	O=C(COC(=O)c1cccc(NS(=O)(=O)/C=C/c2ccccc2)c1)Nc1ccccc1OC(F)F	108	6	5	-1
102	2	-2	-9	0	Cc1cc(C)cc(NC(=O)CCN2CC(C)OC(C)C2)c1 (stereo not given)	105	2	-7	1
97	-20	10	-1	-2	Cc1nnc(-c2cnn(-c3ccccc3)c2N)n1Cc1ccc(F)cc1	99	2	-1	-2
108	11	14	-11	-55	O=C1CC(N2CCC(O)CC2)C(=O)N1c1ccc(Br)cc1 (stereo not given)	102	3	5	13
101	-4	-4	10	-1	CCOc1ccc(S(=O)(=O)NC(C)C(=O)NCc2cccnc2)cc1 (stereo not given)	97	1	9	3
97	-8	14	-12	2	COc1ccc(Cl)cc1NC(=S)NCCC(c1ccccc1)c1ccccc1	118	-4	0	3
105	7	5	2	-1	CN(C)C(=O)c1cc(C(=O)Cc2ccccc2)c[nH]1	105	6	11	11
100	7	-103	2	-2	COc1cccc(C(=O)NCCNC(=O)c2ccc(C)nc2)c1	95	-2	0	0
100	6	0	1	5	Cc1ccc(-n2c(-c3ccco3)nc3c(cnn3-c3ccccc3C)c2=O)cc1	98	5	-1	-4
103	-90	9	-8	3	COc1ccc(/C=C/C(=O)NC(=S)NNC(=O)c2c(-c3ccccc3)noc2C)cc1	102	2	6	11
101	0	/	-1	29*	CCc1c(C)nc(SCC(=O)NNC(=O)Cc2ccc(OC)cc2)[nH]c1=O	100	5	3	5
101	5	-6	0	-3	CCCc1ccc(OCc2ccccc2)c2c(=O)cc(C(=O)OCC)oc12	100	4	1	-2
100	0	34	-14	10	CC(NC(=O)Cn1ncc(Cl)c(Cl)c1=O)C12CC3CC(CC(C3)C1)C2 (stereo not given)	104	2	7	-1
99	5	18	-2	-2	O=C1CNC(=S)N1Cc1ccc(F)cc1	95	4	-1	-8
96	2	10	-8	7	CC(C)Cc1ccc(CN2CCCC(NC(=O)c3nn(C)c(=O)c4ccccc34)C2)cc1 (stereo not given)	100	-5	/	-2
115	-2	23	-9	42*	O=C(NCC1CCCO1)c1ccc2c(c1)N(Cc1ccccc1)C(=O)CS2=O (stereo not given)	119	-3	-1	11
100	8	-1	-12	3	CCNS(=O)(=O)c1cc(S(C)(=O)=O)ccc1Cl	101	-3	1	0
100	14	-5	-6	3	O=C(Nc1ccc(C(=O)O)cc1)/C(=C\c1ccccc1)NC(=O)c1ccco1	99	4	0	7
91	17	19	-7	-7	CSc1nc2ccc(NS(=O)(=O)c3ccc([N+](=O)[O-])cc3)cc2s1	94	/	-6	-21
101	10	21	-13	-14	C=CCOc1nc2c(c(=O)n(C)c(=O)n2C)n1Cc1ccc(Cl)cc1Cl	101	4	-1	6
100	18	-7	-2	5	CN(C)/C=C/C(=O)c1cnc2sccn2c1=O	104	-3	-1	4
91	5	21	2	-4	Cc1ccc(CCNC(=O)C2CCC(=O)N2C(C)C)cc1 (stereo not given)	95	5	-6	-1
97	2	13	-7	0	COc1cccc(CNC(=O)CCn2ccc3cc(S(=O)(=O)N4CCCC4)ccc32)c1	98	-4	2	-2
98	22	34	-12	-4	CCCNc1ccc(S(=O)(=O)N(CC)CC)cn1	101	-3	0	-2
99	4	-4	4	-2	CCOC(=O)c1c(S(=O)(=O)N2CCN(c3ccc(F)cc3)CC2)c(C)n(C)c1C	99	-1	3	5
94	7	4	9	2	Nc1cc(=O)n(Cc2ccccc2)c(=O)n1-c1ccc(F)cc1	96	6	7	-7
105	-22	29	1	7	CN1CCC(=NNC(=O)CN(c2ccc(Oc3ccccc3)cc2)S(C)(=O)=O)CC1	107	4	1	4

This is a subset. The share of hits here may be higher or lower than overall.
